Screening results: PubChem, National Center for Advancing Translational Sciences (NCATS)
BRCA1 expr up: increases BRCA1 expression | Potency, µM (highest dose often 46.1 µM), inactives show at the top dose activation, most hits filed as activators | MCF7-BRCA1-FFLuc reporter, luminescence, 48 h; response scale: scaled: vehicle 0%, 10 µM genistein 100% | 380,000 tested, 1.1% active; note: potency is the fitted concentration of half-maximal effect; nearly all actives have a fitted effect of over 80% in size; some results filed as inactive show a strong effect at the top dose
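Luminescence from a BRCA1-driven firefly luciferase in MCF7 cells was read after 48 h compound exposure at 37 C. Data normalized against DMSO and a 10microM genistein activation control, then curve-fitted across the titration.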
uPA generation: inhibitors of cell surface uPA generation; Potency, µM (series often up to 38.3 µM), inactives show at the top dose activity change, negative = inhibition, actives largely listed as inhibitors; AID 540303; cell surface uPA generation assay, qHTS; 330,000 tested, 0.31% active; active = well fitted inhibition curve with a large enough effect; inconclusive = small, poorly fitted or top-dose-only effect; inactive = no such curve, though single readings can be large or run the other way; tested in mouse RAW 264.7 cells; note: potency is the fitted concentration of half-maximal effect; % is set by controls: 0 for no effect and ±100 for the full control effect; nearly all actives have a fitted effect of over 55% in size
ASM inhibitor: human S-ASM enzyme inhibition; placental ASM, HMU-PC fluorogenic substrate, 60 min; AID 504937; 340,000 tested, 0.006% active; Potency, µM (series often up to 57.5 µM), without a hit: at the top dose activity change, negative = inhibition, usual class: inhibitors; note: potency is the fitted concentration of half-maximal effect
Target sequence (P17405 47-631 limits assumed): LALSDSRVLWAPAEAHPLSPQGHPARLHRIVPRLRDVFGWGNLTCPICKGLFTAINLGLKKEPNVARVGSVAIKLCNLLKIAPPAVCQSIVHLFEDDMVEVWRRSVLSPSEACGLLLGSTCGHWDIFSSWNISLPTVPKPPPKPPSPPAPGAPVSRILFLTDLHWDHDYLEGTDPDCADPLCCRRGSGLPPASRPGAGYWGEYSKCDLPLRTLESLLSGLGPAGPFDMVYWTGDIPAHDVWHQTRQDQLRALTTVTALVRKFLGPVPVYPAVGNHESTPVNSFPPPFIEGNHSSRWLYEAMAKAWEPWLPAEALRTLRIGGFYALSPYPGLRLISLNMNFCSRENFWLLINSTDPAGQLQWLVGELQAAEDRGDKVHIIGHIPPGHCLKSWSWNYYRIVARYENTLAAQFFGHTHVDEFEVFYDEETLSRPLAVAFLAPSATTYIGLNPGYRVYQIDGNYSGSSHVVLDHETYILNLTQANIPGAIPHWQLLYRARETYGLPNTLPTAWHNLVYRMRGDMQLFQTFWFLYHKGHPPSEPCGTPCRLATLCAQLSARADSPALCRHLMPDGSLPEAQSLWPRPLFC
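Steps: dispense placental human ASM, pin compound, wait 10 min at room temperature, add HMU-PC0 substrate at 9 uM final, incubate 60 min at 37 °C, add stop solution raising pH to 10, read fluorescence.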
Integrin act MD: activates integrin-mediated alleviation for muscular dystrophy | alpha7betagal myoblasts, beta-gal FDG fluorescence, 48 h | Potency, µM (doses to about 38.3 µM), for inactives: top-dose activation, hits mostly activators | 350,000 tested, 0.064% active;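 note: potency is the fitted concentration of half-maximal effect; 100% = response of the positive control SU9516; nearly all actives have a fitted effect of over 60% in size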
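alpha7betagal+/- myoblasts (passage 13, 250/well) treated 48 h at 37C with compounds at 1:260 dilution of DMSO stock. Lysed, then beta-galactosidase activity read as FDG fluorescence (ex 480/em 540) after 30 min, with pre-read for autofluorescence.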
p53 reactivation: re-activators of mutant p53; H1299 p53-A138V BP100-luciferase reporter, luminescence, 24 h; Potency, µM (doses to about 92.2 µM), for the others: at the top dose activity change, positive = activation, most hits filed as activators; 320,000 tested, 0.063% active; note: potency is the fitted concentration of half-maximal effect; % of control where 0% means no effect; nearly all actives have a fitted effect of over 45% in size
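p53-null H1299 cells stably carrying temperature-sensitive p53-A138V and a BP100-luciferase reporter were pinned with compounds (4-point, 1:5 series) and held 24 hrs at 37 deg C. Luminescence was read 10 min after detection reagent.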
TSG101-PTAP inh: blocks PTAP/TSG101 interaction to inhibit HIV-1 budding. 340,000 tested, under 10 active. Q99816. Potency, µM (series often up to 115 µM), for the others: at the highest dose activity change, negative = inhibition, actives largely listed as inhibitors. Fluorescence polarization, FITC-PTAP peptide / Tsg101 binding; active = well fitted inhibition curve with a large enough effect in the main read-out, with a control signal flat, not every such curve was filed as active; inconclusive = small, poorly fitted or top-dose-only effect, or effect the other way, or a change in a side signal; inactive = no such curve, though single readings can be large or run the other way; note: potency is the fitted concentration of half-maximal effect; % of control where 0% means no effect
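Fluorescence polarization binding of Tsg101 binding domain (10 uM final) to FITC-labeled PTAP peptide (50 nM final) in HEPES pH 7.5 buffer with NaCl, Tween 20, EDTA, TCEP. Compounds added before peptide; binding 20 min at RT.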
USP2a block: USP2a (human) protease inhibition | O75604 | Potency, µM (titrated, usually from 38.3 µM), for inactives: at the top dose activity change, negative = inhibition, actives largely listed as inhibitors | 330,000 tested, 0.01% active | USP2 core, Ub-CHOP2 coupled fluorogenic reporter, 485/531 | AID 463254;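 note: potency is the fitted concentration of half-maximal effect; plate controls were DMSO wells for no effect and full inhibition by NEM control for full effect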
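Deubiquitinase activity read as fluorescence (485/531 nm) after Ub-CHOP2 cleavage activates the enterokinase reporter on its substrate; USP2 core 10nM, Ub-CHOP2 and substrate 25nM each, 30min compound preincubation then 60min RT; data normalized to NEM, curves fitted.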
ELG1 genotox: genotoxicity induction in ELG1-luciferase HEK293T cells. AID 504466. Potency, µM (titrated, usually from 46 µM), inactives show at the highest dose activity change, positive = activation, actives largely listed as activators. HEK293T ELG1-luciferase reporter, luminescence, 16 h. 330,000 tested, 1.3% active; note: potency is the fitted concentration of half-maximal effect; % of control where 0% means no effect; nearly all actives have a fitted effect of over 60% in size
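ELG1-luciferase HEK293T cells, 2,000/well; compound pinned in; 16 hr, 37 °C, 5% CO2; ONE-Glo, 30 min RT; luminescence on CCD imager.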
TRPV1 agonist: activates the human vanilloid receptor TRPV1; Q8NER1; AID 540275; TRPV1-expressing cells, Fluo-8 calcium influx, agonist mode; activation, % at 8.33 µM; 320,000 tested, 0.19% active; in the data active = activation above about 80%; inconclusive = between about 30% and that limit; note: 0% is about no effect
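Cells expressing TRPV1 were dye-loaded with Fluo-8 and read kinetically: 10 s baseline, 3 min after compound (agonist portion), then 2 min after EC20 capsaicin (allosteric enhancer portion). Calcium-bound dye fluorescence at 480/520 nm.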
Eya2 phos inh: blocks the phosphatase activity of human Eya2; O00167; 330,000 tested, 0.006% active; Potency, µM (titrated, usually from 76.9 µM), without a hit: at the highest dose activity, negative = inhibition, usual class: inhibitors; recombinant Eya2, OMFP fluorescence dephosphorylation (OMFP is methylfluorescein phosphate); note: potency is the fitted concentration of half-maximal effect; % is set by controls: 0 for no effect and ±100 for the full control effect
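Eya2 protein (added as 0.2 uM solution) was preincubated with compound for 10 min at ambient temperature in 50 mM HEPES pH 7.5, 50 mM NaCl, 5 uM MgCl2, 0.05% BSA, 1 mM DTT. OMFP (added at 50 uM) then reacted 10 min; fluorescence read at 485/525 nm.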
B2AR arrestin: beta2AR (human) beta-arrestin recruitment activity; beta-arrestin recruitment to beta2AR, cell-based reporter; AID 492947; P07550; Potency, µM (highest dose often 46.1 µM), for inactives: top-dose activation, actives largely listed as activators; 330,000 tested, 0.02% active;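 note: potency is the fitted concentration of half-maximal effect; 0% = DMSO controls and full agonism = EC100 isoproterenol or metaproterenol; nearly all actives have a fitted effect of over 65% in size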
Target sequence (P07550 whole entry, looked up): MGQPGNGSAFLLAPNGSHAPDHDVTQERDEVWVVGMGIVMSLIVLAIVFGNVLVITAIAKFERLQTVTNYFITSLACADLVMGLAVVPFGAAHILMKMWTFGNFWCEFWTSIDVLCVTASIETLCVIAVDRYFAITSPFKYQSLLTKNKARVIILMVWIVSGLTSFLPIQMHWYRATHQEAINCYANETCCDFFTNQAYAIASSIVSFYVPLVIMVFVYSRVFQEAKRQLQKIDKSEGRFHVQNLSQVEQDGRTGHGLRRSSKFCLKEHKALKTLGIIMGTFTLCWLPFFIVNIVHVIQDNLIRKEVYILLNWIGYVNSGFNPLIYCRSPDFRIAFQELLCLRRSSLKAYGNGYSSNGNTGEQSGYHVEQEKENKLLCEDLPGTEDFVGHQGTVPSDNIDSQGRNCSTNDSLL
* hit, by the source's call; i = inactive; ? = inconclusive; . = not tested or not shown; [ ] = another dose, or the depositor's remark. Unless noted, calls come from the whole dose curve; as a rule, active = well fitted curve in the direction sought with a large enough effect; inconclusive = small, poorly fitted or top-dose-only effect, or another doubt; inactive = no such curve, though single readings can be large; an effect the other way counts as inactive or inconclusive.

SMILES	BRCA1 expr up	uPA generation	ASM inhibitor	Integrin act MD	p53 reactivation	TSG101-PTAP inh	USP2a block	ELG1 genotox	TRPV1 agonist	Eya2 phos inh	B2AR arrestin
O=[N+]([O-])c1c(NCc2ccccc2)cc(N2CCc3ccccc3C2)c2nonc12	-21%	0%	-14%	3%	-1%	-4%	1%	1%	24	2%	-0.4%
COc1c(C)cc(S(=O)(=O)NCc2ccco2)c(C)c1C	-4%	26%	2%	0%	1%	0%	2%	6%	1	2%	-0.4%
Cc1ccc(NC(=O)Cc2c(C(=O)O)n(C)c3ccccc23)cc1F	-7%	2%	13%	-7%	-2%	-3%	-1%	1%	-3	-3%	-0.2%
CCOc1ccccc1C(=O)Nc1cc(=O)n(C)c(=O)n1C	0%	-7%	9%	-12%	5%	1%	4%	-1%	-3	-11%	0.4%
CNC(=O)NC(=S)NC(=O)c1cccc(Cl)c1	4%	3%	2%	15%	-2%	0%	-1%	4%	1	5%	0.0%
O=C(CCl)N(C1CCCC1)C1CCS(=O)(=O)C1 (stereo not drawn)	-65%	-4%	-12%	-76%[inhibitor]	-22%	-2%	0%	-12%	0	1%	-0.8%
CCN(CC)C(=O)c1ccc(N)cc1	-9%	-17%	-2%	22%	3%	-4%	0%	0%	-8	16%	-0.1%
O=C(CN1C(=O)c2ccccc2C1=O)Oc1ccc(Cl)cc1	15%	6%	4%	4%	-1%	-5%	0%	4%	19	10%	-0.4%
O=C(Nc1ccccc1C(=O)O)/C(=C/c1ccc(Cl)cc1Cl)NC(=O)c1ccco1	2%	-9%	8%	0%	-3%	-7%	0%	1%	-3	8%	-0.1%
CC(C(=O)N1CCCC1)N1CCN(S(=O)(=O)c2ccc(OC(F)(F)F)cc2)CC1 (stereo not drawn)	6%	3%	9%	28%	23%	-2%	2%	-1%	1	7%	0.2%
CCOc1cc(C(=O)N/N=C/c2ccsc2)cc(OCC)c1OCC	-50%	-17%	0%	-10%	2%	2%	-2%	0%	?	0%	-0.6%
CCC1CCCCN1C(=O)CSc1nnc(-c2cccs2)o1 (stereo not drawn)	8.9µM*	-4%	1%	-6%	?	-3%	2%	6.5µM*	11	16%	-0.9%

Three compounds from above, reduced to BRCA1 expr up, Eya2 phos inh and ELG1 genotox:
| smiles | BRCA1 expr up | Eya2 phos inh | ELG1 genotox |
| --- | --- | --- | --- |
| COc1c(C)cc(S(=O)(=O)NCc2ccco2)c(C)c1C | -4% | 2% | 6% |
| Cc1ccc(NC(=O)Cc2c(C(=O)O)n(C)c3ccccc23)cc1F | -7% | -3% | 1% |
| CCOc1ccccc1C(=O)Nc1cc(=O)n(C)c(=O)n1C | 0% | -11% | -1% |

Other results follow.
SMILES	BRCA1 expr up	uPA generation	ASM inhibitor	Integrin act MD	p53 reactivation	TSG101-PTAP inh	USP2a block	ELG1 genotox	TRPV1 agonist	Eya2 phos inh	B2AR arrestin
CCCCCCCC1CC(/C(C)=N/NC(N)=O)OC1=O (stereo not drawn)	-6%	-4%	29%	-17%	-5%	1%	-4%	-2%	?	12%	-0.1%
CC(C)CCNC(=O)C(C)N(C(=O)Cn1nnc(-c2ccc(F)cc2)n1)C1CCCC1 (stereo not drawn)	0%	.	-2%	-3%	-7%	-8%	1%	2%	9	18%[15.4 µM]	0.1%
COc1ccc(C(=O)NC(=S)Nc2ccc(Cc3ccncc3)cc2)cc1	-43%	-10%	-1%	-30%	7%	0%	0%	-8%	-1	-9%	-0.2%
CC(C)=CCN1CCN(Cc2ccc(C)s2)CC1CCO (stereo not drawn)	-16%	-1%	5%	-3%	9%	1%	5%	-1%	2	-3%	-0.3%
COc1ccc(NC(=O)CCNC(=O)c2ccco2)cc1S(=O)(=O)N(C)C	-14%	-2%	1%	-55%[inhibitor]	5%	0%	4%	0%	1	-16%	0.1%
CC(=O)Nc1ccc(S(=O)(=O)N2CCCN(c3nc(C)cc(C)c3C#N)CC2)cc1	-1%	10%	1%	0%	-6%	-7%	1%	-4%	19	-1%	0.5%
CCC(Sc1ncccc1C(=O)OC(C)C)C(=O)NCc1ccco1 (stereo not drawn)	3%	.	0%	-24%[7.66 µM]	-6%	-5%	4%	0%	0	-4%	-1.6%
CC(=O)Nc1ccc(S(=O)(=O)c2ccc(N)cc2)cc1	-4%	-1%	0%	.	-3%	-4%	-1%	0%	-1	10%	0.7%
Cc1cccc2c1-c1sc(C(=O)NCCCN3CCCC(C)C3)cc1CO2 (stereo not drawn)	-38%	?	i	-56%[inhibitor]	-12%	-1%	-1%	15%	2	1%	0.1%
COCCNC(=O)C(c1ccccc1C)N(C(=O)Cn1nnc2ccccc21)c1cccnc1 (stereo not drawn)	0%	1%	2%	-23%	-3%	5%	2%	0%	-2	-9%	0.7%
O=C(Nc1cccc(Cl)c1)NC1CCN(C2CCCCC2)C1 (stereo not drawn)	2%	-4%	3%	-48%	13%	0%	-1%	-1%	6	13%	-0.3%
Oc1ccc(-c2nnc(Nc3ccccc3)c3ccccc23)cc1	5%	-13%	0%	?	0%	-1%	1%	9%	5	-11%	-0.5%
CC(C)c1ccc(NC(=O)C(c2ccc3c(c2)OCO3)N2CCCCC2)cc1 (stereo not drawn)	-17%	-5%	-2%	-21%	15%	-1%	?	-1%	9	-13%	-0.5%
Cc1nc2c(cc1NC(=O)c1ccccc1)nc(C)n2Cc1ccccc1	-2%	-7%	-1%	-3%	.	-7%	-1%	8%	0	-1%	-0.3%
Cc1ccc(CNC(=O)C2CC(c3cc(C(F)(F)F)cc(C(F)(F)F)c3)=NO2)o1 (stereo not drawn)	-48%	?	-3%	-23%	1%	-3%	4%	7%	?	-11%	-0.5%
CCCn1c(=O)c(C(=O)NNC(=O)c2ccccc2Cl)c(O)c2ccccc21	-29%	-13%	-11%	0%	5%	-3%	-8%	-8%	30	-2%	-0.1%
Cn1c(=O)c2c(nc(N/N=C/c3ccncc3)n2Cc2ccccc2)n(C)c1=O	-8%	-6%	-3%	-26%	-1%	-2%	-1%	0%	1	5%	-0.1%
CCC(C)NC(=O)CSc1nc2cc3c(cc2c(=O)n1Cc1ccco1)OCO3 (stereo not drawn)	-1%	-7%	-1%	8%	-1%	1%	1%	?	-1	0%	0.6%
CC(=O)c1ccc(Oc2ncnc(N)c2[N+](=O)[O-])cc1	-12%	-4%	17%	14%	13%	-4%	0%	-5%	5	-6%	0.3%
Nc1ncc(S(=O)(=O)c2ccc(Cl)cc2)c(N)n1	21%	11%	2%	-32%	-4%	-4%	3%	1%	-1	7%	-0.4%
CN(C)c1ccc(C2/C(=C(/O)c3ccc(Br)cc3)C(=O)C(=O)N2C)cc1 (stereo not drawn)	1%	-5%	5%	-11%	-7%	-2%	5%	0%	-8	-9%	-0.2%
O=C(O)c1ccc(N/N=C/C(Br)=C/c2ccccc2)cc1	?	?	-2%	-52%[inhibitor]	?	-2%	-2%	?	-1	-5%	-0.5%
COc1ccccc1CNc1ncnc2c1nnn2Cc1ccccc1	-41%	-1%	0%	11%	-7%	-9%	1%	-6%	16	-3%	0.2%
O=C1Nc2c(c(=O)[nH]c(=O)n2-c2ccccc2)C1(Nc1ncccn1)C(F)(F)F (stereo not drawn)	1%	4%	3%	18%	11%	2%	3%	1%	-4	-1%	0.2%
O=C(C[n+]1ccc2ccccc2c1)c1cccc2ccccc12	5%	-5%	-2%	-58%[inhibitor]	-3%	-11%	1%	-3%	8	-3%	0.1%
COc1ccc(N(CC(=O)Nc2cccc3ccccc23)S(C)(=O)=O)cc1	4%	12%	-7%	?	-12%	0%	-1%	1%	-6	-4%	0.4%

Among those listed so far, two have a nitro group on carbon.
SMILES	BRCA1 expr up	uPA generation	ASM inhibitor	Integrin act MD	p53 reactivation	TSG101-PTAP inh	USP2a block	ELG1 genotox	TRPV1 agonist	Eya2 phos inh	B2AR arrestin
O=[N+]([O-])c1c(NCc2ccccc2)cc(N2CCc3ccccc3C2)c2nonc12	-21%	0%	-14%	3%	-1%	-4%	1%	1%	24	2%	-0.4%
CC(=O)c1ccc(Oc2ncnc(N)c2[N+](=O)[O-])cc1	-12%	-4%	17%	14%	13%	-4%	0%	-5%	5	-6%	0.3%
